PKM2 activator = PKM2 (human) enzyme activation. P14618. purified PKM2, Kinase-Glo ATP luminescence, activation; response scale: 0% is enzyme alone, no compound. Potency, µM (doses to about 57.5 µM), without a hit: top-dose activation, usual class: activators. 260,000 compounds, 0.34% hits. AID 1631; also: potency is read from the fitted curve at half-maximal effect; % is scaled to controls: 0 for no effect and ±100 for the full control effect; nearly all actives have a fitted effect of over 55% in size
Target sequence (P14618 whole entry, looked up): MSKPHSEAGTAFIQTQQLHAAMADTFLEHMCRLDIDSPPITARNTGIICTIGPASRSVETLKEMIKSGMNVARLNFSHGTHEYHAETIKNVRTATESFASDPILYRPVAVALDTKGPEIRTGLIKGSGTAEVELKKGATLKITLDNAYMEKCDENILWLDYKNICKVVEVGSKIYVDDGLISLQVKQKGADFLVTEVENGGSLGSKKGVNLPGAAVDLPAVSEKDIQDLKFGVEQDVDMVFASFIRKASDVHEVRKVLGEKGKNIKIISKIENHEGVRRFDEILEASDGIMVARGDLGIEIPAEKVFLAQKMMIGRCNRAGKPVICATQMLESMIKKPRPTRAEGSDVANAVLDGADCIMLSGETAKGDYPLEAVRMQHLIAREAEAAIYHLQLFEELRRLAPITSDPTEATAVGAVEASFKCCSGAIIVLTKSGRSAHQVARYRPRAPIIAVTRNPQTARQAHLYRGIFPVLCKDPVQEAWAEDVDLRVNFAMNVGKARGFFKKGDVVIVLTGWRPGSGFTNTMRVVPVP
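ATP formation by purified human PK-M2, quantified via coupled luciferase luminescence after 1 h at room temperature with 0.1 mM ADP and 0.5 mM PEP final.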
FLuc modulator = firefly luciferase modulation, counter-screen for miR-21 project. Potency, µM (doses to about 57.5 µM), inactives show at the top dose activity change, negative = inhibition, hits mostly inhibitors. purified FLuc, Km substrates, luminescence inhibition. AID 588342. 360,000 compounds, 6.9% hits. P08659;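 also: potency is read from the fitted curve at half-maximal effect; plate controls were vehicle for no effect and reference inhibitor for full effect; nearly all actives have a fitted effect of over 55% in size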
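Purified P. pyralis luciferase (10nM final) with 10uM D-luciferin and 10uM ATP (Km levels) in 50mM Tris acetate pH 7.5, 10mM Mg acetate, 0.01% Tween-20, 0.05% BSA; qHTS 6-point titration, ~60 µM downward; luminescence read.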
Gal4-VP16 FLuc = counter-screen for ROR gamma inhibitors: Gal4-VP16 reporter; Drosophila S2 Gal4-VP16 UAS-luciferase, luminescence, 20 h; Potency, µM (doses to about 53.6 µM), inactives show at the highest dose activity, negative = inhibition, most hits filed as inhibitors; 310,000 compounds, 3.5% hits;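 also: Gal4-VP16 expression switched on by copper sulfate through the metallothionein promoter; potency is read from the fitted curve at half-maximal effect; % is scaled to controls: 0 for no effect and ±100 for the full control effect; nearly all actives have a fitted effect of over 50% in size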
BRCA1 expr up = increases BRCA1 expression | MCF7-BRCA1-FFLuc reporter, luminescence, 48 h; response scale: scaled: vehicle 0%, 10 µM genistein 100% | Potency, µM (highest dose often 46.1 µM), inactives show at the top dose activation, actives largely listed as activators | 380,000 compounds, 1.1% hits | AID 624202; also: potency is read from the fitted curve at half-maximal effect; nearly all actives have a fitted effect of over 80% in size; some results filed as inactive show a strong effect at the top dose
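MCF7-BRCA1-FFLuc, 2000 cells/well; 2 h attach, 37 °C/5% CO2; compound 48 h; luciferase substrate 15 min; luminescence end-point. Norm. to genistein 10 microM max activation and DMSO; concentration-response curves fitted.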
Menin-MLL TR inh = inhibitors of human menin-MLL interaction, mutant MLL peptide; AID 1768; Menin + Texas Red MLL mutant peptide, fluorescence polarization; Potency, µM (highest dose often 61.6 µM), for inactives: top-dose FP activity change, negative = inhibition, most hits filed as inhibitors; 270,000 compounds, 0.23% hits; O00255; active = well fitted inhibition curve with a large enough effect in the polarisation, with a control signal flat, not every such curve was filed as active; inconclusive = small, poorly fitted or top-dose-only effect, or effect the other way, or a change in a side signal; inactive = no such curve, though single readings can be large or run the other way; the % refers to the polarisation; also: potency is read from the fitted curve at half-maximal effect; % of control where 0% means no effect; many of its hits are not listed in these tables
NPC1 promoter act = NPC1 promoter activation. AID 485313. Huh7 NPC1 promoter luciferase reporter, 24 h. Potency, µM (top dose mostly 9.22 µM), for the others: top-dose activation, hits mostly activators. 320,000 compounds, 2.4% hits;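 also: potency is read from the fitted curve at half-maximal effect; % of control where 0% means no effect; nearly all actives have a fitted effect of over 60% in size; reporter is driven by a mutant NPC1 promoter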
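Huh7 reporter cells (NPC1 promoter driving luciferase) are dosed with compound for 24 h at 37 °C, 5% CO2; luciferase detection reagent is then added and luminescence measured after 10 min at ambient temperature.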
RORgamma inh = ROR gamma (mouse) transcription inhibition; P51450; Drosophila S2 Gal4-RORgamma UAS-luciferase reporter, 20 h; Potency, µM (highest dose often 53.6 µM), inactives show top-dose activity change, negative = inhibition, usual class: inhibitors; 310,000 compounds, 5.4% hits; AID 2551; also: potency is read from the fitted curve at half-maximal effect; % is scaled to controls: 0 for no effect and ±100 for the full control effect; nearly all actives have a fitted effect of over 60% in size
Target sequence (P51450 whole entry, looked up, the tested form may be a part): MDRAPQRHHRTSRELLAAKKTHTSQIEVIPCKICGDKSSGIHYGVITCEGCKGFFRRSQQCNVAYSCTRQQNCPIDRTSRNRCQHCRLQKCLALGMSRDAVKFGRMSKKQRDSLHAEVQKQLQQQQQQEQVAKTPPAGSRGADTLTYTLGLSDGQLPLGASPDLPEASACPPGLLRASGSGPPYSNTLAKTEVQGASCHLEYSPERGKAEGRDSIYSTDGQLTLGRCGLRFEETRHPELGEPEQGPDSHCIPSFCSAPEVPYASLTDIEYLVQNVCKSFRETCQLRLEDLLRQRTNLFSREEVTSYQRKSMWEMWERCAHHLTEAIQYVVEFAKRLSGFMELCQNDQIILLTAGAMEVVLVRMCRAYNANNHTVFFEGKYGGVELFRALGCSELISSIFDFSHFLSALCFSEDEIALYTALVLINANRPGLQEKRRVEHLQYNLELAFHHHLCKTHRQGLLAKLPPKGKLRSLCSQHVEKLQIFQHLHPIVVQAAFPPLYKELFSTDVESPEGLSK
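Stable Schneider cell line, Gal4 DNA-binding domain fused to ROR gamma, UAS-luciferase. Cmpd 1 hr RT → CuSO4 700 uM final → 20 hr RT → luciferase reagent 10 min → luminescence.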
ELG1 genotox = inducers of genotoxicity in HEK293T ELG1-luciferase cells | HEK293T ELG1-luciferase reporter, luminescence, 16 h | Potency, µM (titrated, usually from 46 µM), for inactives: at the highest dose activity change, positive = activation, usual class: activators | 330,000 compounds, 1.3% hits | AID 504466; also: potency is read from the fitted curve at half-maximal effect; % of control where 0% means no effect; nearly all actives have a fitted effect of over 60% in size
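Quantitative HTS format in 1536-well plates. HEK293T ELG1-luciferase reporter cells receive test compound and are incubated 16 hr at 37 °C, 5% CO2; ONE-Glo added, 30 min room temperature, then luminescence read.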
Giardia killer = Giardia lamblia killing. Giardia lamblia trophozoite viability. activity change, % at 7.66 µM, hits read low. 340,000 compounds, 0.15% hits. AID 540267; in the data active = activity change below about -80%; inconclusive = between about -30% and that limit;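 also: parasites exposed to compound for two days anaerobically before the ATP read; % is scaled to controls: 0 for no effect and ±100 for the full control effect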
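Giardia trophozoites, 100 cells per well, were exposed to compounds for 48 hrs at 37 deg C under anaerobic conditions; viability was then read as ATP content by bioluminescence after 15-30 min at room temperature.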
Rab9 promoter act = activators of Rab9 promoter; Huh7 Rab9 promoter-luciferase reporter, luminescence, 24 h; Potency, µM (top dose mostly 9.22 µM), for the others: at the top dose activation, negative = inhibition, usual class: activators; 320,000 compounds, 2.8% hits; also: potency is read from the fitted curve at half-maximal effect; % of control where 0% means no effect; nearly all actives have a fitted effect of over 60% in size
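Promoter activation is measured as luciferase luminescence in Huh7 cells stably transfected with a Rab9 promoter–luciferase construct, following 24 h compound exposure at 37 °C and 10 min reagent incubation at ambient temperature.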
p53 reactivation = restores transcriptional activity of mutant p53; H1299 p53-A138V BP100-luciferase reporter, luminescence, 24 h; Potency, µM (series often up to 92.2 µM), for inactives: top-dose activity change, positive = activation, actives largely listed as activators; 320,000 compounds, 0.063% hits; also: potency is read from the fitted curve at half-maximal effect; % of control where 0% means no effect; nearly all actives have a fitted effect of over 45% in size
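p53-null H1299 cells stably carrying temperature-sensitive p53-A138V and a BP100-luciferase reporter were pinned with compounds (4-point, 1:5 series) and held 24 hrs at 37 deg C. Luminescence was read 10 min after detection reagent.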
* hit, by the source's call; ? = inconclusive; . = no result given; & = joins results of further samples; [ ] = remark or other dose. Unless noted, calls follow the shape of the dose curve; as a rule, active = well fitted curve in the direction sought with a large enough effect; inconclusive = small, poorly fitted or top-dose-only effect, or another doubt; inactive = no such curve, though single readings can be large; an effect the other way counts as inactive or inconclusive. An excerpt (hit frequency here may not be typical).

canonical_smiles	PKM2 activator	FLuc modulator	Gal4-VP16 FLuc	BRCA1 expr up	Menin-MLL TR inh	NPC1 promoter act	RORgamma inh	ELG1 genotox	Giardia killer	Rab9 promoter act	p53 reactivation
Cc1cnccc1CN(C)C(=O)C1CCC(=O)N(Cc2ccccc2F)C1 (configuration not stated)	.	-1.1%	-0.4%	-1.3%	.	16.6%	0.3%	1.6%	-14.9	1.0%	-1.0%
Cc1ccccc1NC(=S)NC(C)CCc1ccccc1 (configuration not stated)	11.1%	-1.7%	3.55µM*	11.1%	10.8%	1.2%	4.47µM*	-5.7%	24.1	-1.8%	-2.2%
Cc1ccc(-n2ncc3c(NNC(=O)c4ccco4)ncnc32)cc1C	-1.4%	?	7.08µM*	41.0%	.	7.6%	3.55µM*	27.2%	5.2	16.6%	-3.3%
CSc1nnc(CNC(=O)c2ccccc2)n1-c1cccc(C)c1	-5.3%	-1.7%	0.7%	4.5%	-3.3%	0.2%	-28.6%	4.1%	-6.1	1.6%	-7.4%
CCC(=O)Oc1ccc2c(C)cc(=O)oc2c1C(=O)c1ccccc1	1.4%	?	0.5%	-13.1%	-4.2%	0.7%	-5.3%	-2.7%	1.5	-7.8%	-9.3%
Cc1cc(C)c(S(=O)(=O)N2CCN(C(=O)c3cccs3)CC2)c(C)c1	0.8%	1.0%	-8.8%	-2.0%	-23.1%	-4.0%	-25.1%	-7.3%	11.6	-0.8%	-3.5%
COc1ccccc1/C=C/C=N/NC(=O)CCn1nnc2ccccc21	5.0%	-15.0%	-5.8%	2.9%	0.8%	-0.7%	-12.8%	-3.3%	-15.2	1.3%	-14.2%
COCCN1CN(S(=O)(=O)c2ccc(Cl)cc2)c2nc3ccccc3nc21	-1.0%	-0.7%	-13.4%	-7.2%	28.4%	-5.9%	36.6%	-2.1%	3.9	-4.7%	-16.7%
CCOC(=O)N1CCN(C(=O)Cn2nc(C)n3nc(-c4ccccc4)cc3c2=O)CC1	-1.4%[0.46 µM]	-2.1%	-0.9%	5.7%	-9.7%	-3.3%	?	-0.5%	9.8	-6.8%	19.8%
COc1cccc(CN2CCNC(=O)C2CC(=O)N(C)CC2CCOCC2)c1OC (configuration not stated)	-8.5%[0.46 µM]	4.4%	6.1%	-16.4%	-6.5%	-2.9%	-10.2%	2.8%	-10.7	-3.0%	-1.9%
Cc1cc(NC(=O)CCC(=O)NNC(=O)c2ccc(C(C)(C)C)cc2)no1	-15.9%	2.39µM*	-24.9%	61.8%	-2.2%	3.9%	-4.6%	7.8%	7.6	10.9%	29.7%
COc1ccc(C)cc1S(=O)(=O)N(CC(N)=O)Cc1ccccc1	-3.4%	1.7%	-1.2%[0.365 µM]	-8.1%	15.8%	0.4%	-14.2%	-1.9%	7.8	-0.5%	-6.4%
COc1ccccc1C(=O)NC(=O)COC(=O)c1ccc([N+](=O)[O-])cc1Cl	.	0.4%	.	-9.1%	.	-1.3%	.	1.1%	-7.9	-3.8%	3.4%
CC(=O)c1ccccc1OC(=O)COc1ccc(Cl)cc1C	2.9%	16.9µM*	5.8%	28.1%	26.8%	-4.0%	?	2.0%	?	1.9%	3.9%
Nn1c(SCC(=O)N2CCOCC2)nnc1C1CC1	0.9%	-0.8%	6.5%	-17.9%	-0.7%	0.9%	11.8%	-0.1%	10.5	1.0%	6.5%
C=CCOc1ccccc1/C=N/O	-9.9%	5.1%	-6.1%	-0.2%	-0.6%	-4.5%	3.3%	-1.4%	1.2	9.4%	10.3%
Cc1nc(C)c(/C(O)=C/c2nc3ccc([N+](=O)[O-])cc3oc2=O)o1	1.6%	-1.4%	-9.0%	.	-13.3%	1.9%	6.8%	-0.7%	.	-0.2%	8.4%
CC1CN(S(=O)(=O)c2ccc(C(=O)O)cc2)CC(C)O1 (configuration not stated)	-1.3%	-0.6%	-2.0%	3.1%	.	-4.1%	-2.6%	0.3%	-12.8	-3.4%	0.1%
Cc1ccc(S(=O)(=O)N2CCC(C)CC2)cc1C(=O)NCc1ccccn1	5.0%	-0.5%	8.3%	-27.6%	2.5%	-3.1%	20.4%	-3.6%	6.8	2.1%	0.4%
CC(Oc1cccc(Cl)c1)C(=O)Nc1nc(-c2ccccn2)cs1 (configuration not stated)	.	-13.3%	.	-81.9%	.	-4.8%	.	?	14.7	-10.5%	?
CN(C)/C=C/C(=O)c1cnc(-c2ccccc2Cl)s1	-2.3%	9.53µM*	0.7%	6.31µM*	?	2µM*	-11.2%	?	-8.8	1.26µM*	8.8%
COc1ccc(C)cc1NC(=S)NC12CN3CN(CN(C3)C1)C2	-2.8%	-1.3%	-3.3%	.	30.2%[activator]	4.0%	-3.8%	-0.2%	.	-0.9%	0.9%
CCOC(=O)c1nc2sc3c(c2c(=O)[nH]1)CCCC3	3.8%&-0.1%	19µM*	-2.0%	1.7%	-10.3%	0.8%&-4.8%	-11.2%[0.365 µM]	-6.0%&1.9%	-25.4	-1.1%&-0.1%	-1.3%&1.3%
Cc1nccn1-c1cc(C(C)(C)C)nc2c(-c3ccccc3)cnn12	8.9%	-16.8%	2.9%	48.8%	-7.7%	0.6%	-14.6%	-1.4%	-11.8	-1.0%	17.8%
Cc1ccc(C(=O)N(CN2CCCC2=O)c2ccc(F)cc2)cc1	-12.6%	-8.4%	3.1%	1.3%	0.4%	7.0%	28.7%	2.2%	-19.9	10.3%	7.5%
COc1ccc(OC)c(NC(=O)C2CCN(c3cc(-c4ccccc4)nc4ncnn34)CC2)c1	4.7%	3.3%	-8.7%	-52.5%	0.8%	5.7%	?	0.4%	18.4	-3.8%	5.8%
CN(CCC#N)C(=O)CC(Cc1ccccc1)C1CCOC(C)(C)C1 (configuration not stated)	-8.1%	0.3%	-13.2%	3.1%	.	6.2%	-0.8%	-5.3%	1.5	9.7%	1.0%
CC(C)CC(=O)N1CCN(Cc2ccc(C(F)(F)F)cc2)CC1	6.7%	-1.8%	-9.6%	-4.2%	-14.2%	0.2%	?	0.4%	-23.7	-0.5%	-43.5%[inhibitor]
N=c1c2c(ncn1CCN1CCOCC1)Oc1cc(O)ccc1C2c1ccccc1 (configuration not stated)	0.0%	2.5%	13.4%	-23.1%	.	-6.0%	-12.5%	-3.3%	9.8	0.4%	-5.8%
CCS(=O)(=O)c1ccc2oc(=O)c(/C=C(\O)c3ccc(Cl)cc3)nc2c1	.	?	4.0%	-0.6%	2.8%	-3.2%	-11.1%	1.1%	-17.7	1.1%	-1.0%

Following part.
canonical_smiles	PKM2 activator	FLuc modulator	Gal4-VP16 FLuc	BRCA1 expr up	Menin-MLL TR inh	NPC1 promoter act	RORgamma inh	ELG1 genotox	Giardia killer	Rab9 promoter act	p53 reactivation
CCC(=O)Oc1ccc(C(=O)Nc2cccc(NC(=O)c3ccco3)c2)cc1	-10.2%	?	2.6%	-38.2%	1.0%	-0.5%	28.3%	-9.1%	7.4	-2.2%	-0.6%
O=C(Nc1cccc2nsnc12)c1ccc(-c2ccc(Br)cc2)o1	?	-3.6%	11.8%	-44.9%	?	11.0%	-15.7%	8.4%	23.8	15.6%	25.3%
CC(c1ccccc1)c1nnc(NC(=O)c2ccc3c(c2)OCO3)s1 (configuration not stated)	-8.7%	-13.7%	0.9%	-27.5%	.	-3.8%	?	3.4%	-8.0	-1.1%	8.2%
Cc1ccc(CNCC(O)c2ccccc2)s1 (configuration not stated)	-0.3%	-3.6%	.	41.8%	-7.9%	0.6%	.	3.4%	-9.1	-3.5%	.
O=C(O)Cc1c(C(=O)O)nnn1-c1cccc(C(F)(F)F)c1	2.4%	7.6%	1.8%	20.8%	16.5%	-5.1%	-11.8%	0.8%	24.8	1.1%	2.2%
CCc1noc(C)c1C(=O)OC(C)C(=O)Nc1ccccc1OC (configuration not stated)	.	3.3%	.	-13.6%	.	5.1%	.	-1.3%	19.4	-6.4%	4.0%
N#CCCN(Cc1cccs1)C(=O)Nc1ccccc1	2.6%	-1.6%	-3.0%	15.5%	.	-7.8%	15.9%	2.3%	14.5	-5.8%	3.0%
CO/N=C/c1ccc(N2CCOCC2)c([N+](=O)[O-])c1	3.9%	-19.2%	24.5%	-0.9%	9.2%	-3.1%	10.2%	-0.6%	11.8	-0.3%	-2.2%
O=C(Nc1ccccc1)ON=C1c2ccccc2-c2ccccc21	-1.3%	?	1.0%	-6.4%	39.9%[activator]	-1.9%	5.9%	-1.5%	-14.2	23.7%	6.6%

Compound activity deposited in PubChem by National Center for Advancing Translational Sciences (NCATS).
